Assay outcomes: PubChem, National Center for Advancing Translational Sciences (NCATS)
Epigenetic reg: epigenetic control regulation, reporter derepression. murine LDR cells, GFP reporter derepression, 30 h. Potency, µM (highest dose often 53.9 µM), for the others: at the top dose GFP activation, hits mostly activators. actives 0.2% (n = 280,000). AID 1865; note: potency is the fitted concentration of half-maximal effect; % of control where 0% means no effect; nearly all actives have a fitted effect of over 60% in size
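Murine LDR cells bearing a silenced CMV-driven GFP reporter were exposed to compound for 30 h at 37 C. After PBS washes, GFP-positive cells (20-120 um objects) counted by laser-scanning microplate cytometry.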
TR SRC2 fluor cs: Texas Red fluorescence interference in TRb-SRC2 counter-screen; TRb/SRC2 Texas Red total fluorescence interference; Potency, µM (highest dose often 106 µM), without a hit: top-dose fluorescence change, negative = quenching; actives 0.29% (n = 280,000); AID 1479; active = well fitted curve in either direction with a large enough effect; inconclusive = small, poorly fitted or top-dose-only effect; note: potency is the fitted concentration of half-maximal effect; % is set by controls: 0 for no effect and ±100 for the full control effect
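Human TRβ ligand-binding domain (0.6 uM) and Texas Red SRC2 peptide (20 nM) in Tris buffer with 1 uM T3 and 5% DMSO were incubated with pinned compound for 5 hr at ambient temperature. Total fluorescence was computed as S + 2P (555/632 nm).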
Tau fluor cs: counter-screen for tau fibril formation inhibitors; tau K18 P301L Alexa594 fluorescence, heparin fibrillization; Potency, µM (highest dose often 57.7 µM), for the others: top-dose activity change, negative = decrease; actives 0.93% (n = 280,000); AID 1463; note: potency is the fitted concentration of half-maximal effect; % is set by controls: 0 for no effect and ±100 for the full control effect; nearly all actives have a fitted effect of over 55% in size
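Human tau K18 P301L (15 uM unlabeled, 0.24 uM Alexa 594-labeled) in 100 mM sodium acetate pH 7 with 20 uM heparin, 6 hr at 37 C. ThT 30 uM added, 1 hr ambient; Alexa 594 FP and total fluorescence read at 555/632 nm.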
aGal spleen mod: inhibitors or activators of human alpha-galactosidase in spleen homogenate; P06280; human spleen homogenate, 4MU-alpha-Gal fluorescence, 40 min; Potency, µM (highest dose often 80 µM), for inactives: at the top dose activity change, negative = inhibition, actives largely listed as inhibitors; actives 0.008% (n = 240,000); AID 2107;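 note: potency is the fitted concentration of half-maximal effect; 0% = enzyme with vehicle and -100% = no enzyme basal signal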
Target sequence (P06280 32-429 limits assumed): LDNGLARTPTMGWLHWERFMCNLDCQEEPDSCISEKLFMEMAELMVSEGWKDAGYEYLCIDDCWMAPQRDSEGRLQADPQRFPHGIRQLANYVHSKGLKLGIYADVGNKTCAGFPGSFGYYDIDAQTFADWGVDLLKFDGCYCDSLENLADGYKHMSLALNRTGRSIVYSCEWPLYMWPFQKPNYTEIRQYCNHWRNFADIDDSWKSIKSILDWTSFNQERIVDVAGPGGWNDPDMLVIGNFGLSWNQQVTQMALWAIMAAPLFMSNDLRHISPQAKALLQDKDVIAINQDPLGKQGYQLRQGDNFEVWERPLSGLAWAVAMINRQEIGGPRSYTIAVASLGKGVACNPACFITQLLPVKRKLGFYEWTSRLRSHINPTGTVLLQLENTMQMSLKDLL
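Human spleen homogenate (1 ug) as enzyme source, 4-methylumbelliferyl-alpha-D-galactopyranoside 1 mM final, citrate/phosphate pH 5.0 with 0.01% Tween-20. Compounds 40 min at 37C, NaOH/glycine stop; fluorescence Ex 365/Em 440, Hill-fit AC50.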
Tau FP inhib: blocks human tau fibril formation measured by polarization; AID 1468; P10636; actives 0.39% (n = 280,000); Potency, µM (series often up to 57.7 µM), without a hit: at the top dose activity, negative = inhibition, actives largely listed as inhibitors; K18 P301L tau heparin fibrillization, Alexa594 FP, 6 h; note: potency is the fitted concentration of half-maximal effect; % is set by controls: 0 for no effect and ±100 for the full control effect; nearly all actives have a fitted effect of over 55% in size
Target sequence (P10636 561-689 P618L limits assumed): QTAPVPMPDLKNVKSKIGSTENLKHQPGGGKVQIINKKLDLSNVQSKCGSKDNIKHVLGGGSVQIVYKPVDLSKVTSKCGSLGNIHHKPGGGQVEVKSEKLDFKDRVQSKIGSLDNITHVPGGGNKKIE
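Compound effects on tau fibrillization are measured by Alexa 594 fluorescence polarization (ex 555, em 632 nm). K18 P301L tau is used at 15 uM with 0.24 uM labeled tracer, and 20 uM heparin induces aggregation over 6 hr at 37 C.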
TRb SRC2 PPI: TRbeta-SRC2 interaction inhibition | actives 0.065% (n = 280,000) | P10828 | Potency, µM (titrated, usually from 106 µM), inactives show top-dose activity change, negative = inhibition, usual class: inhibitors | TRbeta-SRC2 peptide binding, fluorescence polarization; receptor liganded with 1 µM T3;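 note: potency is the fitted concentration of half-maximal effect; plate controls were bound peptide for no effect and peptide without receptor for full effect; nearly all actives have a fitted effect of over 50% in size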
Target sequence (P10828 whole entry, looked up): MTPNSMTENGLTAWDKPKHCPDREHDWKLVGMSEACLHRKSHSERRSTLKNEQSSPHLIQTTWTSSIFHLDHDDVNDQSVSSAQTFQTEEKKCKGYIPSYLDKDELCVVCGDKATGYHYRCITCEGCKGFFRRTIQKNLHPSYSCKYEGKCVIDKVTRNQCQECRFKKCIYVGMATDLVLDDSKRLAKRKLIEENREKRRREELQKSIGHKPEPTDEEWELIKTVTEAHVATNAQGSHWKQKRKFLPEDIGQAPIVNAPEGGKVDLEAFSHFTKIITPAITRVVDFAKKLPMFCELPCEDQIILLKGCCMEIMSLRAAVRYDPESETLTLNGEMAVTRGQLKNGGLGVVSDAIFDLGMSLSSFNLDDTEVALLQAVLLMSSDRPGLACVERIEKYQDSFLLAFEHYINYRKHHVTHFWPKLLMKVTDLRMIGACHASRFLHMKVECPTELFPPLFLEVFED
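Decrease in fluorescence polarization of 20 nM Texas Red SRC2 coactivator peptide flagged inhibition of its binding to 0.6 uM TRb LBD; 1 uM T3 included, incubation 5 hr, ex 555/em 632 nm.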
NPSR antag: antagonists of human neuropeptide S receptor cAMP signaling. Q6W5P4. CHO-NPSR cells, cAMP TR-FRET, antagonist mode. Potency, µM (highest dose often 38.3 µM), without a hit: top-dose activity change, negative = inhibition, most hits filed as inhibitors. actives 1% (n = 220,000); note: potency is the fitted concentration of half-maximal effect; % is set by controls: 0 for no effect and ±100 for the full control effect; nearly all actives have a fitted effect of over 50% in size; many of its hits are not listed in these tables
CBFb RUNX1 block: inhibitors of human CBF-beta and RUNX1 interaction; Q01196+Q13951; AlphaScreen CBFb-His/RUNX1-biotin binding, biochemical; Potency, µM (series often up to 59.8 µM), without a hit: top-dose activity, negative = inhibition, usual class: inhibitors; 230,000 tested, under 10 active; AID 1477; note: % of control where 0% means no effect
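Compounds were screened at multiple concentrations against a preformed CBF-beta(His)/RUNX1(biotin) complex (30 nM of each) for 15 min at room temperature, followed by 90 min with nickel and streptavidin beads and AlphaScreen reading.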
Numbers without * were called inactive; ? = inconclusive; / = no result given; [ ] = another dose, or the depositor's remark. Unless noted, calls come from the whole dose curve; as a rule, active = well fitted curve in the direction sought with a large enough effect; inconclusive = small, poorly fitted or top-dose-only effect, or another doubt; inactive = no such curve, though single readings can be large; an effect the other way counts as inactive or inconclusive. Only part of the results is shown; count on the stated rates, not on these rows.

SMILES	Epigenetic reg	TR SRC2 fluor cs	Tau fluor cs	aGal spleen mod	Tau FP inhib	TRb SRC2 PPI	NPSR antag	CBFb RUNX1 block
COc1cccc(NC(=O)c2ccccc2-c2nc(-c3ccc(Cl)cc3)no2)c1	-2.4%	-1%	?	-27%	-15%	-5%	-6%[46.1 µM]	2%
Cc1ccc2oc(=O)n(CC(=O)OCCC(C)C)c2c1	0.0%	0%	11%	0%	8%	3%	10%	9%
COc1cc(Cl)c(NC(=O)C2CCN(S(=O)(=O)c3c(C)noc3/C=C/c3ccccc3F)CC2)c(OC)c1	3.4%	2%	-25%	/	0%	3%	/	/
CCOC(=O)COc1cccc2c(=O)n(CC(N)=O)ccc12	0.0%	-3%	6%	4%	0%	-7%	9%	13%
COC(=O)c1c(-c2cc(C)ccc2C)csc1NC(=O)C1CC=CCC1C(=O)O (stereo not given)	-1.3%	-2%	10%	-6%	-2%	-3%	-37%	-5%
O=c1cc(COc2ccc(Cl)cc2Cl)nc2scc(-c3ccccc3)n12	?	-7%	-16%	/	-5%	0%	/	/
CC(=O)c1cccc(NC(=O)c2ccc(NS(=O)(=O)c3c(C)noc3C)cc2)c1	-0.9%	-4%	-15%	-3%	-4%	-3%	4%[46.1 µM]	5%
O=C(Nc1ccccc1[N+](=O)[O-])c1cc2ccccc2nc1Cl	2.2%	-1%	3%	0%	3%	-1%	6%	14%
O=C(Nc1ccc(S(=O)(=O)Nc2nccs2)cc1)/C(=C/c1ccccc1Cl)NC(=O)c1ccccc1	-0.1%	8%	?	7%	-11%	4%	13%	-26%
O=C(NCc1ccco1)c1ccc2c(c1)C(=O)N(Cc1ccccc1)C2=O	-4.1%	-2%	-22%	4%	-11%	3%	-9%[46.1 µM]	3%
Cc1ccc2nc(NC(=O)Cn3nc(C)c([N+](=O)[O-])c3C)sc2c1	0.0%	-1%	-25%	0%	-15%	-2%	-4%	4%
Cc1ccccc1NC(=O)CSCc1nc(N)nc(Nc2ccccc2C)n1	-0.9%	0%	-14%	-4%	-14%	-7%	-6%[46.1 µM]	2%
O=C(Nc1nc(-c2cccc3ccccc23)cs1)c1ccc2c(c1)S(=O)(=O)c1ccccc1C2=O	-1.1%	-4%	-24%	4%	16%	1%	6%	1%
CSc1ccc(S(=O)(=O)NCc2ccc(Cl)cc2)cc1	0.0%	-1%	-21%	-2%	-5%	-1%	-7%[46.1 µM]	9%
Cc1ccc(NC(=O)N(Cc2cccnc2)Cc2ccco2)cc1C	-1.0%	-2%	-9%	-5%	-10%	7%	-15%[46.1 µM]	-1%
CCOC(=O)c1c(C)oc2nc(C)nc(NCc3cccc(Cl)c3)c12	-1.3%	-4%	-3%	/	-4%	-3%	/	/
CC(=O)Nc1ccc(S(=O)(=O)NCC(=O)OCC(=O)N2CCc3ccccc32)cc1	0.0%	1%	-12%	3%	4%	9%	-1%[46.1 µM]	-1%
CCOc1ccccc1C(=O)N(Cc1cccs1)c1ccc(Cl)cc1	-3.2%	4%	-23%	/	-2%	-4%	/	/
COc1cc(Cl)c(C)cc1NC(=S)NN	-1.4%	1%	-23%	-5%	-8%	4%	6%	-10%
COc1ccc(/C=C\c2cc(OC)c(OC)cc2CC[N+](C)(C)C)cc1OC	1.1%	-4%	-21%	8%	-19%	-5%	-31%	12%
CC(=O)NS(=O)(=O)c1ccc(NC(=O)/C=C/c2ccccc2)cc1	7.7%	-3%	2%	-1%	7%	-7%	17%	15%
Nn1c(SC/C=C/c2ccccc2)nnc1-c1ccncc1	0.0%	-3%	-3%	0%	0%	-10%	-11%[46.1 µM]	1%
Cc1cc(N2CCCCCC2)nc2ccccc12	-0.5%	2%	-1%	-2%	-10%	5%	-5%[46.1 µM]	13%
NC(=O)COc1ccccc1C(=O)O	-3.8%	-1%	8%	0%	1%	-4%	11%	?
COc1ccc(N=C2NC(=O)C(CC(=O)NCCc3ccc(OC)c(OC)c3)S2)cc1 (stereo not given)	-0.2%	0%	2%	-11%	9%	-11%	4%	2%

12 entries out of the list, arranged by SMILES length, largest number first:
SMILES	Epigenetic reg	TR SRC2 fluor cs	Tau fluor cs	aGal spleen mod	Tau FP inhib	TRb SRC2 PPI	NPSR antag	CBFb RUNX1 block
O=C(Nc1ccc(S(=O)(=O)Nc2nccs2)cc1)/C(=C/c1ccccc1Cl)NC(=O)c1ccccc1	-0.1%	8%	?	7%	-11%	4%	13%	-26%
O=C(Nc1nc(-c2cccc3ccccc23)cs1)c1ccc2c(c1)S(=O)(=O)c1ccccc1C2=O	-1.1%	-4%	-24%	4%	16%	1%	6%	1%
CC(=O)c1cccc(NC(=O)c2ccc(NS(=O)(=O)c3c(C)noc3C)cc2)c1	-0.9%	-4%	-15%	-3%	-4%	-3%	4%[46.1 µM]	5%
Cc1ccc2nc(NC(=O)Cn3nc(C)c([N+](=O)[O-])c3C)sc2c1	0.0%	-1%	-25%	0%	-15%	-2%	-4%	4%
CCOC(=O)c1c(C)oc2nc(C)nc(NCc3cccc(Cl)c3)c12	-1.3%	-4%	-3%	/	-4%	-3%	/	/
O=C(Nc1ccccc1[N+](=O)[O-])c1cc2ccccc2nc1Cl	2.2%	-1%	3%	0%	3%	-1%	6%	14%
Cc1ccccc1NC(=O)CSCc1nc(N)nc(Nc2ccccc2C)n1	-0.9%	0%	-14%	-4%	-14%	-7%	-6%[46.1 µM]	2%
CCOc1ccccc1C(=O)N(Cc1cccs1)c1ccc(Cl)cc1	-3.2%	4%	-23%	/	-2%	-4%	/	/
CCOC(=O)COc1cccc2c(=O)n(CC(N)=O)ccc12	0.0%	-3%	6%	4%	0%	-7%	9%	13%
Cc1ccc2oc(=O)n(CC(=O)OCCC(C)C)c2c1	0.0%	0%	11%	0%	8%	3%	10%	9%
Cc1cc(N2CCCCCC2)nc2ccccc12	-0.5%	2%	-1%	-2%	-10%	5%	-5%[46.1 µM]	13%
NC(=O)COc1ccccc1C(=O)O	-3.8%	-1%	8%	0%	1%	-4%	11%	?

Going on with the list.
SMILES	Epigenetic reg	TR SRC2 fluor cs	Tau fluor cs	aGal spleen mod	Tau FP inhib	TRb SRC2 PPI	NPSR antag	CBFb RUNX1 block
CCC1CCCCN1C(=O)CSc1nc2c(cnn2-c2ccc(C)cc2)c(=O)[nH]1 (stereo not given)	1.3%	-5%	6%	7%	9%	-2%	7%[46.1 µM]	1%
CCOC(=O)N1CCN(C(=O)c2noc(C(C)C)c2[N+](=O)[O-])CC1	?	-2%	-2%	-4%	-1%	15%	7%	3%[2.36 µM]
Cn1c(=O)c2c(SCC(=O)Nc3nccs3)nc(C3CC3)nc2n(C)c1=O	14%	-1%	-3%[0.0958 µM]	-1%	-6%[0.0958 µM]	4%	1%	7%
COc1ccc(C(=O)N=c2sc3ccccc3n2C)cc1OC	-0.8%	0%	-11%	0%	-3%	-2%	-8%	-1%
CCc1cc2c(cc3c(=O)n(CC(=O)N4CCC(C)CC4)nc(CC)n32)s1	0.8%	?	-22%	/	1%	2%	/	/
CNC(=O)C1CCC(Cn2c(=O)c3sccc3n(CC(=O)NCc3ccc(C)cc3)c2=O)CC1 (stereo not given)	0.0%	1%	3%	/	11%	2%	/	/
N#Cc1cc2c(nc1Cl)CCCC2	0.0%	-2%[53 µM]	10%	-2%	-8%	-2%[53 µM]	22%	-13%
CCOc1ccc2nc(N3CCCC(C(=O)NCc4ccccc4OC)C3)sc2c1 (stereo not given)	2.7%	-6%	-19%	/	4%	3%	/	/
CC(=O)[C@@H]1[C@H]2[C@H](C(=O)[C@H]3OC[C@@H]2O3)[C@H]2C=Cc3ccccc3N21	3.0%	35µM*[fluorescent]	?	-1%	?	6%	/	-16%[21.7 µM]
Cc1cc(C)cc(NC(=O)CCc2c(C)nc3nc(CNC(=O)c4cccc(F)c4)nn3c2C)c1	-4.3%	-1%	-15%	/	5%	-1%	/	/
Cc1cc(Cl)ccc1Oc1nc(-c2ccc(F)cc2)ccc1C#N	6.3%	2%	-13%	1%	2%	6%	-16%[46.1 µM]	0%
CCCOC(=O)c1ccc(Nc2cc(C)nc3ncnn23)cc1	0.0%	2%	-6%	-2%	8%	6%	-25%[46.1 µM]	-4%
CCc1cccc(C)c1NC(=O)CN1C(=O)C2(SCC(=O)N2c2cccc(F)c2)c2ccccc21 (stereo not given)	-1.6%	20µM*[quencher]	-13%	/	?	-24%	/	/
c1ccc(CSc2nnc3ccc(-c4ccncc4)nn23)nc1	1.3%	-2%	5%	-4%	-2%	-2%	5%	13%
C=CCN1C(=O)CS/C1=N/c1nccs1	4.8%	-2%	2%	20%	?	-7%	-4%[46.1 µM]	1%
CSc1nc(Nc2cccc(C)c2)c(C#N)c(-c2ccccc2)n1	11%	5%	-3%	/	-8%	-6%	/	/
Cc1cc(=O)[nH]c(-c2cccs2)n1	3.2%	-2%	-13%	-3%	2%	-2%	-8%	2%
C=CCn1c(COc2cccc3cccnc23)nnc1SCC(=O)OC	-1.0%	1%	4%	1%	4%	-18%	-3%[46.1 µM]	4%
Cn1cccc1Cc1nnc(SCC(=O)NCc2ccccc2)n1-c1ccc(F)cc1	-0.2%	-2%	-6%	0%	-2%	-3%	-10%[46.1 µM]	3%

In a second layout: entries from further up
Structure: N#Cc1cc2c(nc1Cl)CCCC2
  Epigenetic reg = 0.0%; TR SRC2 fluor cs = -2%[53 µM]; Tau fluor cs = 10%; aGal spleen mod = -2%; Tau FP inhib = -8%; TRb SRC2 PPI = -2%[53 µM]; NPSR antag = 22%; CBFb RUNX1 block = -13%
Structure: Cc1cc(C)cc(NC(=O)CCc2c(C)nc3nc(CNC(=O)c4cccc(F)c4)nn3c2C)c1
  Epigenetic reg = -4.3%; TR SRC2 fluor cs = -1%; Tau fluor cs = -15%; aGal spleen mod = /; Tau FP inhib = 5%; TRb SRC2 PPI = -1%; NPSR antag = /; CBFb RUNX1 block = /
